Screens (PubChem)
H37Rv inhibition: M. tuberculosis growth inhibition, HTS (AID 449762); actives 0.59% (n = 330,000); M. tuberculosis H37Rv growth inhibition, 7H9 media; higher % means a stronger effect; one-dose inhibition, % at 25 µM; IC50 in µM for titrated hits; in the data active = a potency from the dose series; inconclusive = inhibition above about 70% without an active follow-up result;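 note: bacterial growth assessed after seven days of incubation; strong numbers were not always called active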
VEEV TC-83 Vero: inhibitors of VEEV TC-83 cytopathic effect, confirmation, Vero cells (AID 588727); actives 0.13% (n = 350,000); inhibition, % at 20 µM; hits with a dose series show IC50 in µM; Vero cells, VEEV TC-83 cytopathic effect inhibition; higher % means a stronger effect; in the data active = a potency from the dose series; inconclusive = inhibition mostly from about 14% at the one dose, without a potency; inactive = the rest, 99 in 100 with inhibition below about 12%; note: strong numbers were not always called active
PhoP GFP inhibition: PhoP regulon inhibitors, Salmonella typhi PhoP promoter GFP reporter, confirmatory (AID 1850); Salmonella Typhi PhoP-promoter GFP reporter, fluorescence, 4 h; higher % means a stronger effect; one-dose inhibition, % at 50 µM; IC50 in µM for titrated hits; actives 0.33% (n = 310,000); in the data active = a potency from the dose series; inconclusive = inhibition mostly from about 25% at the one dose, without a potency; inactive = the rest, 99 in 100 with inhibition below about 19%;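 note: 0% = induced wells with vehicle and 100% = uninduced wells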
M. tuberculosis: growth inhibition of non-replicating M. tuberculosis (AID 488890); actives 0.39% (n = 320,000); inhibition, % at 25 µM; hits with a dose series show IC50 in µM; Mycobacterium tuberculosis non-replicating, growth inhibition; higher % means a stronger effect; in the data active = a potency from the dose series; inconclusive = inhibition mostly from about 82% at the one dose, without a potency; inactive = the rest, 99 in 100 with inhibition below about 76%;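 note: plate controls were DMSO cells for no effect and high antibiotic wells for full effect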
influenza NS1A: NS1A inhibition, H1N1 influenza, cell based functional assay (AID 504329); inhibition, % at 12.5 µM, or IC50 in µM where a hit was titrated; actives 0.3% (n = 340,000); NS1A functional cell-based assay, percent inhibition; higher % means a stronger effect; in the data active = a potency from the dose series; inconclusive = inhibition above about 27% without an active follow-up result; note: strong numbers were not always called active
VEEV TC-83 Vero 10K pilot screen: further read-out of VEEV TC-83 Vero, marked with its call; inhibition, %; measured here: 10K pilot screen inhibition
* hit, by the source's call; i = inactive; u = inconclusive; x = no result given.

SMILES	H37Rv inhibition	VEEV TC-83 Vero	PhoP GFP inhibition	M. tuberculosis	influenza NS1A	others
Cc1cccc(NC(=O)C2CCCN2C(=O)OCC(C)C)c1 (stereo not given)	-4.6%	i	-5.4%	-4.1%	-2.1%
COc1cc(/C=C/C(=O)OCC(=O)N(C)CC(=O)Nc2ccc(F)cc2)ccc1OC(F)F	7.0%	0.7%	x	x	4.5%
Cc1ccc([N+](=O)[O-])cc1NC(=O)CSc1nncc2ccccc12	9.6%	1.1%	2.9%	-0.9%	1.2%
Cc1c(C(=O)N2CCCCCC2)oc2ccccc12	0.1%	2.6%	2.9%	30.7%	0.6%
O=C1Cc2cc(NS(=O)(=O)c3ccc(F)cc3)cc3c2N1CCC3	9.2%	3.1%	8.1%	2.3%	-5.9%
c1ccc2sc(NC3=NCN(CC4CCCO4)CN3)nc2c1 (stereo not given)	3.1%	0.8%	2.1%	-0.1%	-6.8%
COc1ccc(S(=O)(=O)NCc2ccccn2)cc1Br	-6.5%	1.4%	12.5%	15.2%	-5.2%
CCOC(=O)CNC(=O)CSc1nnc(NC(=O)c2ccc(S(=O)(=O)N3CCOCC3)cc2)s1	-30.2%	1.9%	-3.9%	-16.7%	-5.0%
CC1CC(C)CN(CCCNS(=O)(=O)c2cc(Br)cc3c2N(C(=O)C2CC2)CC3)C1 (stereo not given)	-3.5%	1.2%	-15.7%	-2.3%	-55.6%
CCC(C)(C(=O)NC1CCCCC1)N(C(=O)C1CCC(=O)N1)c1ccc(C)cc1 (stereo not given)	-3.5%	i	-9.9%	-7.3%	2.7%
CCc1ccc(C(=O)COC(=O)c2cc([N+](=O)[O-])ccc2NCCO)cc1	0.4%	7.5%	-13.0%	55.2%	22.1%
COc1ccc(C(OC(=O)c2ccco2)C(=O)NC2CCCC2)cc1 (stereo not given)	5.2%	1.4%	3.6%	-11.4%	6.5%
CCOC(=O)c1c(C)[nH]c(C(=O)COC(=O)CNC(=O)C2CCCCC2)c1C	1.7%	1.9%	4.3%	-5.8%	17.4%
COc1ccc2cc(C(C)C(=O)N3CCC(C)CC3)ccc2c1 (stereo not given)	-0.4%	i	6.2%	23.6%	6.2%
NNC(=O)c1nc[nH]c1C(=O)Nc1ccc(Cl)cc1C(=O)c1ccccc1	1.5%	0.1%	-4.0%	-10.7%	-2.8%
Cc1cccc(C(=O)N(Cc2nc3ccccc3c(=O)[nH]2)C2CCCC2)c1	-2.4%	5.8%	5.6%	3.9%	-10.4%
CCCNC(=O)/C(=C/c1cn(S(=O)(=O)N(C)C)c2ccccc12)NC(=O)c1ccc(OC)cc1	4.2%	2.3%	4.7%	37.7%	3.7%
CCCC(=O)OC/C(O)=C(\C#N)c1nc2ccccc2[nH]1	42.7%	5.6%	12.3%	72.3%	-5.8%
CCc1noc(C)c1C(=O)OCC(=O)N1CCc2ccccc21	0.5%	0.6%	x	17.3%	-4.3%
CC(C)CCNC(=O)CCCOc1cc(=O)n(C)c2ccccc12	-1.6%	4.1%	4.5%	-2.5%	-2.7%
CN1CC(=O)N(CC(=O)NCc2ccc(F)cc2)c2ccccc2C1=O	0.6%	0.9%	2.8%	-0.5%	4.2%
CCN(CCNC(=O)C1CC(=O)N(CCc2ccccc2)C1)c1ccccc1 (stereo not given)	-5.6%	0.9%	-8.2%	0.5%	7.4%
CN1C(=O)[C@@H]2[C@H](C1=O)[C@@H]1C(=O)Nc3ccccc3C(=O)N1[C@@H]2c1ccc(Br)cc1	3.9%	i	-1.9%	4.0%	4.3%
COc1ccc(/C=C/C(=O)NNC(=O)c2cc(C)oc2C)cc1	1.8%	i	3.2%	6.2%	-2.7%
CC(=O)N1CCC(=NNc2ccc(S(N)(=O)=O)cc2[N+](=O)[O-])CC1	-1.0%	0.1%	-2.1%	-10.3%	-3.7%

Ordered by molecular weight (low to high): some entries from above
SMILES	H37Rv inhibition	VEEV TC-83 Vero	PhoP GFP inhibition	M. tuberculosis	influenza NS1A	others
COc1ccc(/C=C/C(=O)NNC(=O)c2cc(C)oc2C)cc1	1.8%	i	3.2%	6.2%	-2.7%
CC(C)CCNC(=O)CCCOc1cc(=O)n(C)c2ccccc12	-1.6%	4.1%	4.5%	-2.5%	-2.7%
Cc1ccc([N+](=O)[O-])cc1NC(=O)CSc1nncc2ccccc12	9.6%	1.1%	2.9%	-0.9%	1.2%
CC(=O)N1CCC(=NNc2ccc(S(N)(=O)=O)cc2[N+](=O)[O-])CC1	-1.0%	0.1%	-2.1%	-10.3%	-3.7%
NNC(=O)c1nc[nH]c1C(=O)Nc1ccc(Cl)cc1C(=O)c1ccccc1	1.5%	0.1%	-4.0%	-10.7%	-2.8%
CCC(C)(C(=O)NC1CCCCC1)N(C(=O)C1CCC(=O)N1)c1ccc(C)cc1 (stereo not given)	-3.5%	i	-9.9%	-7.3%	2.7%

Remaining list, next part
SMILES	H37Rv inhibition	VEEV TC-83 Vero	PhoP GFP inhibition	M. tuberculosis	influenza NS1A	others
CCC(C)(C)c1nnc(NC(=O)c2ccc([N+](=O)[O-])cc2)s1	-1.7%	1.6%	-6.0%	13.8%	3.2%
COc1cccc(C(=O)Nc2ccccc2C(=O)N2CCCC2)c1	-7.0%	4.3%	1.3%	0.0%	3.8%
CC(=O)c1c(C)[nH]c(C(=O)N(C)C(c2ccccc2)c2ccccc2)c1C	8.8%	10.3%	5.3%	19.7%	3.5%
O=C1OCCC1Sc1nnc(-c2cccs2)n1Cc1ccccc1 (stereo not given)	3.8%	0.7%	-8.2%	4.7%	-1.1%
Nc1c(-c2cccc(Cl)c2)cnn1-c1cccc([N+](=O)[O-])c1	-8.7%	2.1%	1.9%	36.4%	-1.8%
Cc1sc2ncnc(SCC(=O)Nc3ccc(CN4CCCC4)cc3)c2c1C	36.0%	1.3%	x	70.2%	-7.9%
CCOC(=O)c1ccc2ncc(C(=O)OCC)c(Nc3ccc(N4CCOCC4)cc3)c2c1	-5.0%	1.5%	-4.8%	61.6%	28.6%
CCCn1c(N)c(C(=O)CN(C)CC(=O)Nc2ccc(F)cc2)c(=O)[nH]c1=O	2.7%	2.3%	x	-4.8%	-7.7%
O=C1CC(N2CCC(O)(c3ccc(Br)cc3)CC2)C(=O)N1c1ccc(Cl)cc1 (stereo not given)	4.0%	i	-2.0%	33.6%	-3.3%
CC(C)(C)NC(=O)COC(=O)c1ccc(F)cc1Cl	49.4%	0.7%	-1.6%	8.0%	-0.9%
CCOC(=O)c1ccc(NC(=O)CCc2nnc3ccc(N4CCN(C)CC4)nn23)cc1	u	1.6%	-1.2%	43.3%	0.4%
CC1=CC(C)(C)n2c(O)c(N=NC(N)=S)c3cccc1c32	1.5%	i	-5.4%	47.7%	6.8%
Cc1ccc(Cl)cc1NC(=O)COC(=O)C1CC1	7.1%	i	-8.0%	79.6%	4.2%
Cc1ccc(NC(=O)c2sc(N)nc2-c2ccccc2)cc1C	3.5%	6.0%	5.7%	22.4%	-14.6%
CN(C)Cc1c(C(=O)N/N=C/c2cccc3ccccc23)nnn1-c1nonc1N	15.1%	0.4%	6.9%	9.2%	-7.0%
Cc1ccc(S(=O)(=O)N2CCN(C(=O)CN3C(=O)CNC3=O)CC2)cc1	-3.9%	1.3%	x	11.9%	-6.0%
Cc1c(NS(=O)(=O)c2cc(C(=O)NCCN(C)C)ccc2Cl)c(=O)n(-c2ccccc2)n1C	-1.5%	0.6%	-5.5%	-3.9%	-5.9%
CCCCCCc1cc2cc(C(=O)Nc3ccccc3OC)c(=O)oc2cc1O	-12.6%	i	-8.5%	-25.7%	-0.7%
COCCNC(=O)C1CC(=O)N(c2ccc(F)c(Cl)c2)C1 (stereo not given)	-8.6%	0.2%	x	x	22.8%
CC1(C)CC(=O)C=C(c2cccc(O)c2)C1	-8.2%	0.3%	x	-6.8%	4.3%
Clc1ccc2nc(CSc3ncn[nH]3)cn2c1	-8.8%	0.4%	4.6%	x	-5.6%
CC(C)C(OC(=O)c1cccs1)C(=O)NC1CCCCC1 (stereo not given)	-0.5%	0.6%	2.6%	-8.8%	0.6%
CCOC(=O)CN1C(=O)N[C@@H](CCc2ccccc2)C(C(C)=O)=C1C	-0.4%	x	-10.6%	-5.9%	x
CS(=O)(=O)N1CCN(c2ccccc2NC(=O)Nc2cccc(Cl)c2)CC1	u	3.5%	7.1%	4.5%	0.4%
COc1ccc(S(=O)(=O)Nc2cccc(NC(C)=O)c2)cc1	-9.1%	i	-3.8%	-12.1%	-2.8%

Taken from above (2 entries):
SMILES	H37Rv inhibition	VEEV TC-83 Vero	PhoP GFP inhibition	M. tuberculosis	influenza NS1A	others
CS(=O)(=O)N1CCN(c2ccccc2NC(=O)Nc2cccc(Cl)c2)CC1	u	3.5%	7.1%	4.5%	0.4%
COc1ccc(S(=O)(=O)Nc2cccc(NC(C)=O)c2)cc1	-9.1%	i	-3.8%	-12.1%	-2.8%

(list continues)
SMILES	H37Rv inhibition	VEEV TC-83 Vero	PhoP GFP inhibition	M. tuberculosis	influenza NS1A	others
COc1ccccc1CNC(=O)C(NS(=O)(=O)c1cccc2nsnc12)C(C)C (stereo not given)	9.0%	0.4%	-3.5%	4.9%	-2.4%
CCCCn1c(O)c(/C=N/NC(=O)c2ccncc2)c(=O)[nH]c1=S	u	4.2%	8.5%	56.5%	12.3%
O=C(c1cc(-c2ccccc2)nc2ccccc12)N1N=C(C(F)F)CC1(O)C(F)F (stereo not given)	4.1%	i	-12.7%	67.5%	8.3%
CCN(c1cccc(C)c1)S(=O)(=O)c1ccc2c(c1)NC(=O)CCS2	2.9%	1.7%	5.5%	1.5%	2.1%
Cc1nnc(C)n1N	1.1%	0.9%	7.2%	x	-6.7%
CCCN1CCN(C(=O)C2CCCN(c3ncnc4c3nc3n4CCCCC3)C2)CC1 (stereo not given)	-5.1%	i	-7.8%	-4.5%	-1.8%
O=C(Cn1cc2c(n1)CCCC2)NCc1ccccn1	-6.0%	1.9%	-6.8%	1.3%	2.2%
Cc1ccc(NC(=O)CSc2nnc(C3CC3)n2CC2CCCO2)c(C)c1 (stereo not given)	2.1%	i	-2.5%	-12.3%	-0.1%
COc1cccc(NC(=O)COc2coc(CN3CCN(c4ccccc4)CC3)cc2=O)c1	17.2%	i	-4.0%	6.7%	3.7%
O=C(Cn1cc(/C=N/O)c2ccccc21)N1CCOCC1	-0.6%	2.4%	3.3%	-9.8%	-9.3%
O=C(NN=C1CCCCCC1)c1ccncc1	u	0.1%	-7.8%	70.4%	-5.9%
CNC(=O)c1ccc(CN(C)CC(=O)Nc2ccccc2C(=O)NC2CC2)cc1	12.1%	1.1%	x	-10.3%	-9.0%
CS(=O)(=O)N1CCc2cc(C(=O)Nc3ccc(O)cc3)ccc21	-0.3%	i	-5.1%	19.9%	0.4%
CC(C)CCN1C(=O)c2ccc(C(=O)Nc3cc(C(=O)O)cc(C(=O)O)c3)cc2C1=O	-0.4%	i	-4.7%	10.3%	-1.0%
CCCNC(=O)CS(=O)Cc1nc(-c2ccccc2C)oc1C (stereo not given)	0.7%	1.6%	10.4%	1.4%	-0.7%	VEEV TC-83 Vero 10K pilot screen=4.1
CC(C)(C)OC(=O)[C@H](NC(=O)OCc1ccccc1)c1ccccc1	4.3%	3.4%	x	-9.8%	14.6%
Cn1c(=O)[nH]c(NCCc2ccc(O)cc2)c([N+](=O)[O-])c1=O	21.6%	1.2%	11.9%	1.2%	-16.5%
CCSc1nc2c(c(=O)[nH]1)C(c1cccnc1)C(C(=O)OC)=C(C)N2 (stereo not given)	2.6%	2.9%	0.0%	19.4%	-0.4%

In the list so far, these have a nitro group on carbon:
SMILES	H37Rv inhibition	VEEV TC-83 Vero	PhoP GFP inhibition	M. tuberculosis	influenza NS1A	others
Cc1ccc([N+](=O)[O-])cc1NC(=O)CSc1nncc2ccccc12	9.6%	1.1%	2.9%	-0.9%	1.2%
CCc1ccc(C(=O)COC(=O)c2cc([N+](=O)[O-])ccc2NCCO)cc1	0.4%	7.5%	-13.0%	55.2%	22.1%
CC(=O)N1CCC(=NNc2ccc(S(N)(=O)=O)cc2[N+](=O)[O-])CC1	-1.0%	0.1%	-2.1%	-10.3%	-3.7%
CCC(C)(C)c1nnc(NC(=O)c2ccc([N+](=O)[O-])cc2)s1	-1.7%	1.6%	-6.0%	13.8%	3.2%
Nc1c(-c2cccc(Cl)c2)cnn1-c1cccc([N+](=O)[O-])c1	-8.7%	2.1%	1.9%	36.4%	-1.8%
Cn1c(=O)[nH]c(NCCc2ccc(O)cc2)c([N+](=O)[O-])c1=O	21.6%	1.2%	11.9%	1.2%	-16.5%

Outcome played no part in choosing rows. Share with any hit: about 1.5%.
